From PubChem BioAssay
DAX1 inh-1 = blocks DAX1 repression of SF-1 activated StAR promoter; AID 652010; 1.1% of 370,000 active; inhibition, % at 6.8 µM; HEK293T StAR-luciferase reporter, SF-1/DAX-1 repression relief;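 active = inhibition above the mean over all tested compounds plus 3 SD, cut at about 3.6% in these data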;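 also: 0% = DAX-1 cells with DMSO and 100% = cells lacking DAX-1 with DMSO; higher inhibition means more luminescence from relief of DAX-1 repression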
PLCg1 inh = PLC-gamma1 (human) inhibition, primary screen; P19174; purified PLC-gamma1, fluorogenic substrate, fluorescence; inhibition, % at 12.2 µM; 0.84% of 370,000 active; in the data active = inhibition above about 9.5%
FXN GAA850 act = increases GAA850 frataxin promoter reporter activity. HEK293 lucGAA850 FXN promoter luciferase reporter, 24 h; percent of 10 µM SAHA response. activation, % at 6 µM. 0.56% of 360,000 active. AID 540364;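 active = activation above the average of all compounds screened plus 3 SD, cutoff fixed separately per campaign, cut at about 7.5% in these data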;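 also: 0% = DMSO wells and 100% = 10 µM SAHA wells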
hcDAF12 agonist = H. contortus DAF-12 activation, primary screen. HEK293 hcDAF-12 lit1-tk-luc reporter, luminescence; 0% DMSO, 100% Δ7-dafachronic acid. activation, % at 6.8 µM. 1.4% of 370,000 active;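 active = activation above the mean of all tested compounds plus 3 SD, cut at about 5.5% in these data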;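 also: 100% = response to 3 µM Δ7-dafachronic acid high control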
ssDAF-12 act = activators of S. stercoralis DAF-12 nuclear receptor; AID 652126; activation, % at 6.8 µM; HEK293 ssDAF-12/GRIP1 lit1-tk-luc reporter, luminescence; % of 3 µM dafachronic acid response; 1% of 370,000 active;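 active = activation above the mean over all tested compounds plus 3 SD, cut at about 0.9% in these data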;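 also: 0% = DMSO-only wells and 100% = 3 µM delta7-dafachronic acid wells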
HGIII-sPLA2 inh = Blocks human group III sPLA2 activity; inhibition, % at 12.2 µM; QFRET BODIPY PC-A2 liposome hydrolysis, fluorescence; Q9NZ20; 0.56% of 370,000 active;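 active = inhibition above mean plus 3 SD of compounds lying within the high and low control bounds, cut at about 19% in these data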;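 also: 0% = median of test compound wells and 100% = no enzyme DMSO wells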
ADAM17 inh = inhibits human ADAM17. P78536. recombinant ADAM17, EDANS/DABCYL FRET peptide cleavage. inhibition, % at 6.95 µM. 0.83% of 370,000 active. AID 720648;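 active = inhibition above the mean of compounds lying between control limits plus 3 SD, set per campaign, cut at about 8.5% in these data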;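 also: 0% = DMSO-only wells as the low control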
PLC-beta3 inh = blocks human PLC-beta3 enzyme activity | Q01970 | Purified PLC-beta3, fluorogenic substrate, fluorescence | 0.18% of 370,000 active | inhibition, % at 12.2 µM; in the data active = inhibition above about 11%;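 also: 0% = median of compound wells on plate and 100% = full blocker control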
DAX1 inh-2 = inhibits human nuclear receptor DAX1; AID 504766; P51843; inhibition, % at 6.75 µM; 0.99% of 340,000 active; HEK293 Gal4-DAX1 luciferase reporter, luminescence;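 active = inhibition above the mean over all tested compounds plus 3 SD, cut at about 4.2% in these data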;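 also: 0% = DAX1-transfected cells with DMSO and 100% = empty-vector control cells with DMSO; inhibition shows as a rise in luminescence from relieved DAX1 repression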
Target sequence (P51843 207-470 limits assumed): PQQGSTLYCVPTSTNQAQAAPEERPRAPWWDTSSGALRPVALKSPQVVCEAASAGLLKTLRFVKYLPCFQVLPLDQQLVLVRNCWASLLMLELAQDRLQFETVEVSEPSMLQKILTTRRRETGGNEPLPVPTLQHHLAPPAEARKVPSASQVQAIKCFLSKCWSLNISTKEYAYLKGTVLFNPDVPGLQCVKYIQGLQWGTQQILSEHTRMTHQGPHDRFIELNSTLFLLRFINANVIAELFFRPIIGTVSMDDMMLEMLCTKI
ADAM10 inh = ADAM10 inhibition, QFRET primary screen; O14672; recombinant ADAM10, EDANS/DABCYL FRET peptide cleavage, 3 h; inhibition, % at 7 µM; 0.62% of 370,000 active; AID 720582;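 active = inhibition above a per-campaign cutoff equal to the mean of compounds falling between control-based bounds plus 3 SD, cut at about 20% in these data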;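 also: 0% = DMSO wells while the 100% control is not disclosed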
Target sequence (O14672 214-748 limits assumed): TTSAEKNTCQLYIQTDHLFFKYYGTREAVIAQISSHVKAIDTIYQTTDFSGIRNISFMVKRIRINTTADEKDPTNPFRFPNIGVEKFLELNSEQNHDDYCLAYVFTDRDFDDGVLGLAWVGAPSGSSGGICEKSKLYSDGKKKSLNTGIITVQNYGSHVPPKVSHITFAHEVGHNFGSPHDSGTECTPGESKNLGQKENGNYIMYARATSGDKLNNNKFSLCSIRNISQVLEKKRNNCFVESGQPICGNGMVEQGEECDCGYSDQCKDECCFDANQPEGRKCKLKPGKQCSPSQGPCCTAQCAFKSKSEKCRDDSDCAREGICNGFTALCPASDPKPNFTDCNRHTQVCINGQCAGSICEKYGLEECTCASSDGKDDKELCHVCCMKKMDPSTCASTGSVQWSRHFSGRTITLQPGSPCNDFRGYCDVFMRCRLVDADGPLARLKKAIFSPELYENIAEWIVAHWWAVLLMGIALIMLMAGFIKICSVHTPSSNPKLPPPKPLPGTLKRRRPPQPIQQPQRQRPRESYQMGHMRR
hgDAF-12 ag = activates the H. glycines DAF-12 receptor ligand-binding domain. HEK293 GAL4-hgDAF12 UAS-luciferase reporter, agonist luminescence; normalized to butyrate control. activation, % at 6.8 µM. 1.8% of 370,000 active;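 active = activation above a cutoff set at the mean of all screened compounds plus 3 SD, cut at about 10% in these data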;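 also: 0% = DMSO wells and 100% = sodium butyrate wells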
Starred values were filed as active, the others as inactive; i = inactive; . = no result given.

SMILES	DAX1 inh-1	PLCg1 inh	FXN GAA850 act	hcDAF12 agonist	ssDAF-12 act	HGIII-sPLA2 inh	ADAM17 inh	PLC-beta3 inh	DAX1 inh-2	ADAM10 inh	hgDAF-12 ag
COc1ccc(CCN(C(=O)c2cccc(F)c2)C2CC(=O)N(c3ccccc3)C2=O)cc1 (centres undefined)	0.2	1	1.0	-0.2	-1.6	-4	-3	-4	-0.8	1	1.2
COc1ccc2c(c1)cc(C(=O)N[C@@H](CCSC)C(=O)N1CCC[C@H]1C(=O)O)n2C	-0.5	-193	-2.8	-2.0	-1.5	4	-154	-245	0.7	i	-0.6
COc1cc(C)ccc1OCCOc1ccccc1Cl	0.5	3	4.0	0.6	-1.2	-1	-3	0	0.9	4	6.1
CCc1ccc(C2=NN(CCC(=O)NC(C)CCc3ccccc3)C(=O)CC2)cc1 (centres undefined)	0.4	0	2.8	-1.4	-2.2	-6	-2	-6	-2.7	-8	-0.2
O=C1Cc2ccccc2C(c2ccc(Cl)cc2Cl)N1 (centres undefined)	-0.2	4	2.5	-1.0	-1.6	-1	-2	0	-0.2	2	-3.8
Cc1ccnc(NCc2cc(C)ccc2O)c1	0.7	2	1.3	2.2	0.3	-3	4	-2	0.3	8	4.4
COc1ccc(CN2CCC(CNC(=O)Nc3ccc(Cl)cc3)CC2)cc1	0.6	2	.	-1.5	-1.0	-3	5	1	.	-7	7.6
C=CCc1cccc2cc(C(=O)NNC(=O)CC#N)c(=O)oc12	-0.1	-8	1.3	2.7	-0.5	3	-7	-18	1.9	-9	-0.1
FC(F)(F)c1cccc(NC(=S)NCCc2ccccn2)c1	-0.7	-1	-1.2	-1.4	-2.0	2	-2	0	-0.8	-3	-1.1
Cc1ccc(/C=N/NS(=O)(=O)c2ccccc2)o1	-0.3	1	-1.3	-0.1	-0.2	-2	-1	-1	-1.5	-2	-0.1
Nc1c(S(=O)(=O)c2cccs2)c2nc3ccccc3nc2n1Cc1cccs1	-0.2	-39	0.5	-1.5	-1.3	-7	-46	-48	-0.5	-161	-1.2
O=C(Nc1ccc(C(O)(C(F)(F)F)C(F)(F)F)cc1)c1ccc(Cl)cc1	.	2	.	-0.9	-1.7	-13	6	-1	.	23*	14*
CCOC(=O)C1=C(C)NC(=O)NC1c1c(OC)ccc2ccccc12 (centres undefined)	-0.5	-2	0.5	-0.3	-1.1	-3	0	-6	0.2	3	-2.1
O=C(NCC1CCCCC1)c1cccc([N+](=O)[O-])c1	-0.2	2	0.8	-0.3	-0.8	16	-4	0	1.8	6	2.6
O=C(Oc1cccc2c(OC(=O)N3CCOCC3)cccc12)N1CCOCC1	0.8	2	0.8	2.8	-1.6	7	-6	-2	0.2	3	0.0
O=C(Nc1nccs1)c1cccc(NC(=O)C(F)(F)F)c1	1.3	-2	4.6	1.6	-1.6	-2	-6	-13	2.3	-14	3.0
COc1ccc(/C=C/C(=O)OCCCN(C)C)cc1	-0.3	0	0.6	0.7	-1.6	14	-1	2	1.2	-12	-0.8
CCc1nc2c(OCC(=O)N3CCOCC3)cccn2c1N(C)C(=O)COc1ccccc1	-0.5	-4	-1.8	-0.1	-1.0	10	-5	-8	.	-13	-5.0
Cc1cccc(NC(=O)CN2CCN(CC(=O)Nc3ccc(-c4ccccc4)cc3)CC2)c1C	0.8	4	0.2	-1.6	-1.3	-9	6	-1	-1.7	-6	-2.4
CC(=O)Nc1cccc(NC(=O)c2cc(-c3cccnc3)nc3ccc(Cl)cc23)c1	-3.9	-2	-7.7	-1.8	-1.2	-11	-1	-9	-2.0	2	-0.2
NC(c1csc(Nc2ccc(C(=O)NCCCO)cn2)n1)c1ccccc1Cl (centres undefined)	-1.1	-45	-0.1	-0.8	-0.7	2	-3	-62	.	-16	-1.8
COc1ccc(S(=O)(=O)Nc2cc3[nH]c(=O)oc3cc2C)cc1	-0.7	0	0.9	-0.7	-1.1	-8	1	-6	0.5	2	-2.2
COc1ccc(NC(=O)c2ccc(-c3ccccc3)cc2)cc1NS(=O)(=O)c1ccc(F)cc1	-2.5	-55	1.1	-4.1	-2.3	-38	8	-65	-2.4	24*	-3.5
O=C(NC1CCS(=O)(=O)C1)c1cc(-c2ccccc2)nc2ccccc12 (centres undefined)	-0.3	-3	-1.1	0.5	-1.0	-2	-7	-3	1.6	-25	-0.5
CC(=O)C(=Cc1cccc(C#N)c1)C(=O)c1ccccc1	0.6	1	.	-0.7	-1.4	-2	-2	-1	.	-7	-0.8
N#CC(c1ccccc1F)(c1ncc(C(F)(F)F)cc1Cl)N1CCOCC1 (centres undefined)	-0.6	-1	-1.2	-1.7	-1.4	6	-3	1	-0.2	1	3.0
CC(C)S(=O)(=O)N1CCCC(c2cc(C(=O)NCc3cccnc3)no2)C1 (centres undefined)	0.5	5	-0.2	-2.3	-1.5	7	3	6	.	3	-1.7
CCCn1c(=N)c(C#N)cc2c(=O)n3ccccc3nc21	0.1	-91	3.0	-2.9	-1.7	7	-155	-92	2.1	i	-6.2
COc1cc(/C=N/NC(=S)Nc2cccnc2)cc(OC)c1OC	0.2	1	2.5	-1.7	-1.1	4	3	-1	-0.8	-2	2.0
CN(C)CCCO[C@@H]1[C@H]2OC(C)(C)O[C@H]2O[C@@H]1[C@H](O)CO	-0.3	4	-0.7	-2.1	-1.4	3	-5	4	0.1	-1	-1.6
CC(C)(C)OC(=O)N1CCC[C@H]1c1nnc(SCc2ccc(Cl)cc2)o1	-0.2	-2	0.5	-0.6	-0.2	0	0	-4	0.2	-4	1.5
Cc1ccc(N(CC(=O)N2CCCCC2)S(=O)(=O)c2ccc(C)cc2)cc1	-1.1	-2	-0.1	-1.7	-0.8	-2	2	1	4.6*	-4	-0.4
CC(SC1=NCCN1S(C)(=O)=O)c1ccccc1 (centres undefined)	-0.3	1	0.5	0.3	-1.0	11	-6	-6	0.4	-1	-1.2
CC(C)(C)c1ccc(OCCON2C(=O)CCC2=O)c(Cl)c1	-1.0	1	-2.4	0.6	-1.7	-5	-4	-1	1.2	0	-2.5
C=CCn1c(SCC(=O)C(C)(C)C)nnc1-c1ccc(Cl)cc1	0.1	1	.	-1.6	-1.1	-17	1	0	.	-3	1.7
COc1ccccc1/C=C/C(=O)Nc1cccc(S(=O)(=O)N2CCOCC2)c1	-1.3	-11	0.7	-1.8	-1.1	-11	-7	-20	-0.7	-21	-3.0
c1ccc2c(NC3=NCCCCS3)cccc2c1	0.0	-1	-0.3	-1.5	-0.7	2	-8	-3	1.1	4	1.3
O=C(c1ccccc1)N1CCN(c2ccc([N+](=O)[O-])cc2-n2cccc2)CC1	-0.5	4	1.7	-1.2	-1.4	-3	4	-4	0.0	16	-5.3
C=CCn1c(=O)c(C(=O)NCc2ccc3c(c2)OCO3)c(O)c2ccccc21	-0.6	0	2.9	-1.8	-0.9	3	1	-3	-1.2	1	1.8
O=C(COC(=O)C1=COCCO1)Nc1c(F)cccc1F	0.3	2	-0.1	0.2	-0.6	5	-1	0	0.5	-2	1.5
C=CC(=O)NC1CCCCN(CC)C1=O (centres undefined)	0.1	4	.	-1.7	-1.4	18	-7	-4	.	-13	-2.0
Cc1cccc(NC(=O)c2cc(NC(=O)CCCC(=O)O)ccc2Cl)n1	0.2	-1	0.2	-2.6	-1.0	8	0	2	0.8	4	0.9
Cc1ccccc1C(c1ncccc1C)N(C)C(=O)C1CCN(CCOc2ccc(Cl)cc2Cl)CC1 (centres undefined)	-1.1	2	2.5	-0.1	-0.9	-22	8	8	.	17	-2.5
Cc1ccc(S(=O)(=O)/N=c2\ccc(Cl)cn2C(F)F)cc1	-0.4	-8	-0.6	-1.7	-0.3	-2	-7	-8	1.0	-10	1.3
Cc1ccccc1NC(=O)N1CCNC(=O)C1CC(=O)Nc1cc(Cl)ccc1Cl (centres undefined)	0.7	-1	-0.1	-0.1	-1.3	-4	-3	-12	0.3	1	0.1
CC1CCCN(C(=O)C2CCN(S(=O)(=O)c3cccc4nsnc34)CC2)C1 (centres undefined)	-0.3	0	1.2	0.6	-1.3	8	-5	-6	0.5	-2	0.9
O=C1NC(Cc2ccccc2)c2nc3ccc(Cl)cc3c(=O)n2-c2cc(Cl)ccc21 (centres undefined)	-0.2	-39	.	1.7	-0.1	3	-8	-43	.	-16	0.3
COc1ccc(NS(=O)(=O)c2cccc3ccccc23)cc1	-0.5	1	1.1	-1.6	0.9	-18	-1	-9	-0.4	0	-1.4
Cc1sc2ncnc(NCC3COc4ccccc4O3)c2c1C (centres undefined)	-3.0	6	-2.8	-6.2	-2.9	3	4	-5	-3.7	-6	-11
O=C(Nc1ccccc1Cl)c1csc(-c2cccnc2)n1	0.0	0	3.8	7.6*	2.8*	0	-22	-6	5.0*	-9	9.0

Profiles, looked up by structure:
`FC(F)(F)c1cccc(NC(=S)NCCc2ccccn2)c1` reads DAX1 inh-1 = -0.7; PLCg1 inh = -1; FXN GAA850 act = -1.2; hcDAF12 agonist = -1.4; ssDAF-12 act = -2.0; HGIII-sPLA2 inh = 2; ADAM17 inh = -2; PLC-beta3 inh = 0; DAX1 inh-2 = -0.8; ADAM10 inh = -3; hgDAF-12 ag = -1.1
`O=C(Nc1ccccc1Cl)c1csc(-c2cccnc2)n1` reads DAX1 inh-1 = 0.0; PLCg1 inh = 0; FXN GAA850 act = 3.8; hcDAF12 agonist = 7.6*; ssDAF-12 act = 2.8*; HGIII-sPLA2 inh = 0; ADAM17 inh = -22; PLC-beta3 inh = -6; DAX1 inh-2 = 5.0*; ADAM10 inh = -9; hgDAF-12 ag = 9.0

(next part)
SMILES	DAX1 inh-1	PLCg1 inh	FXN GAA850 act	hcDAF12 agonist	ssDAF-12 act	HGIII-sPLA2 inh	ADAM17 inh	PLC-beta3 inh	DAX1 inh-2	ADAM10 inh	hgDAF-12 ag
Cc1c(S(=O)(=O)N2CCN(C(=O)c3ccco3)CC2)c(=O)n(C)c(=O)n1C	0.7	-1	-0.3	-0.9	-0.8	12	-2	-4	-0.1	-16	-0.7
O=C(NC(c1ccccc1)c1ccsc1)C1CCN(Cc2ccc(Cl)c(Cl)c2)CC1 (centres undefined)	-0.3	3	-0.2	1.1	-1.6	0	1	2	.	2	2.4
CCOC(=O)c1ccc(NC(=O)c2c(N)n(Cc3ccccc3)c(=O)[nH]c2=O)cc1	1.3	1	-0.3	-0.7	-0.9	10	-2	3	0.3	-3	-0.5
Cc1ccc2[nH]cc(CCNC(=O)c3cccs3)c2c1	-0.3	-2	0.3	0.6	-1.3	-47	2	4	1.1	13	-1.1
CCC(CC)C(=O)Oc1c(Sc2ccccc2[N+](=O)[O-])c(C)nn1C(C)(C)C	-0.1	3	0.6	0.5	-1.1	0	-2	-2	-0.3	3	-3.9
O=C(O)c1ccc(NS(=O)(=O)c2cccc3cccnc23)cc1	0.6	2	1.0	-0.3	-1.2	3	-3	1	2.4	-8	-4.3
COc1ccccc1N1CCN(C(=O)CN2C(=O)c3cccc4cccc(c34)C2=O)CC1	-0.3	0	-2.0	-1.7	-0.2	3	-2	2	-0.1	-2	1.5
COc1ccccc1NS(=O)(=O)c1ccc2nc(CCl)[nH]c2c1	-0.3	-3	-1.5	-0.7	-1.4	-23	0	-7	1.7	-2	-3.2
CCCn1nc(Oc2nc(SC)nc(N(C)C)n2)ccc1=O	-0.2	1	-0.2	-1.0	-1.2	10	-3	0	0.3	-2	-0.3
